Screening results (PubChem BioAssay)
proCasp7 act = counter-screen for procaspase-3 activators: activators of human procaspase-7; P55210; AID 463210; activation, % at 8.5 µM; hit rate 0.093% among 330,000; recombinant procaspase-7, Ac-DEVD-pNA absorbance 405 nm; D23A/D198A/D206A triple mutant, cannot self-cleave; scale: DMSO 0, 5 µM enzyme 100;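 active = percent activation above the screen-wide mean plus 3 SD, cut at about 25% in these data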
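Assay system: Uncleavable procaspase-7 mutant enzyme | Input: 2 µM procaspase-7 mutant as dispensed | Timing: 1 h compound preincubation, 2 h substrate cleavage, 25 °C | Repeats: One well per compound | Control set: DMSO wells as 0%, DMSO with 5 µM added PC-7 as 100% | Technique: Epi-absorbance of released pNA at 405 nm, two timepoints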
VLA-4 inh = inhibition in a human VLA-4 binding assay | VLA-4 expressing cells, ligand binding flow cytometry | inhibition, % (about 7 µM as worked out from the volumes in the protocol) | hit rate 0.2% among 330,000 | AID 2557; in the data active = inhibition above about 50%
Target sequence (P13612 whole entry, looked up): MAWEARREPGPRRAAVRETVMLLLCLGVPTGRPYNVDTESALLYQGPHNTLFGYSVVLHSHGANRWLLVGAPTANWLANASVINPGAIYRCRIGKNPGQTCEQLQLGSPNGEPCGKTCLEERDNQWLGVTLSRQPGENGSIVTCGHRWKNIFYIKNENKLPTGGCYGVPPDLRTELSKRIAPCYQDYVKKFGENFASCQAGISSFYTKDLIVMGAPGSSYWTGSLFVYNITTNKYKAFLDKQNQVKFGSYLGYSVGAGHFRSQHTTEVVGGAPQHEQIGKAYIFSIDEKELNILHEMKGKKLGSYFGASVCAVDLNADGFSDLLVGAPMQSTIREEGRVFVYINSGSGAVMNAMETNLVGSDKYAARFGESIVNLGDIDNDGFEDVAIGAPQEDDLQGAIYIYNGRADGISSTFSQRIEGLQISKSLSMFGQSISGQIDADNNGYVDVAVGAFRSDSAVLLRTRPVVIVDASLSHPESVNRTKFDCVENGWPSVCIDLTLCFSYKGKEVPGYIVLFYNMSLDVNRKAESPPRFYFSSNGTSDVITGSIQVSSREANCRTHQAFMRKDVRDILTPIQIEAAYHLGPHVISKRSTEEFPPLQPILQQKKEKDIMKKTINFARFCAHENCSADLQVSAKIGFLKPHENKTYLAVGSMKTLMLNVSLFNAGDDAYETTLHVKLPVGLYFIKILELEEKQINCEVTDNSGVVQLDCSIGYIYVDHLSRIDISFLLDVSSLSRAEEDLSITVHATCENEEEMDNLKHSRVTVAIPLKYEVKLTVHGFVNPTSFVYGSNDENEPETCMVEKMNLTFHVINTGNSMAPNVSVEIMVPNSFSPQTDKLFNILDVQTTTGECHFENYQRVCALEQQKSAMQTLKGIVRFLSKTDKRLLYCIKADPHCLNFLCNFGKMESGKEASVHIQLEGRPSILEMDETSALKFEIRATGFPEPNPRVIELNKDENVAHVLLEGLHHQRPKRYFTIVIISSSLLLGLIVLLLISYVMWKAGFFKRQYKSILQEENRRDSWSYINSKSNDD
GRK2 aptamer HTS = human GRK2 inhibition via aptamer displacement. hit rate 0.59% among 330,000. P25098. bead flow cytometry, FAM-aptamer displacement from GRK2. inhibition of aptamer binding, % at 10 µM;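 active = inhibition of aptamer binding above 40%, roughly 3 SD of noise, on plates passing a quality check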;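 also: median bead fluorescence of bound FAM aptamer so fluorescent compounds give negative values; no value below 0 was filed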
PP5 inh = PP5 (human) phosphatase inhibition | hit rate 0.18% among 320,000 | P53041 | inhibition, % at 6.7 µM | purified PP5c, OMFP substrate fluorescence;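 active = inhibition above the campaign's mean inhibition across all tested compounds plus 3 SD, cut at about 9.5% in these data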;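 also: 0% = DMSO only and 100% = 100 µM cantharidin control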
PP1 counter = counter-screen for PP5 inhibitors: inhibitors of human PP1-alpha. P62136. purified PP1alpha, OMFP fluorescence. inhibition, % at 6.7 µM. hit rate 0.9% among 320,000;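 active = inhibition above the mean inhibition of all tested compounds plus 3 SD, computed separately for each screening campaign, cut at about 15% in these data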
GASC-1 inh = human JMJD2C demethylase inhibition; GST-JMJD2C(1-420) H3K9me3 demethylation, DELFIA europium; AID 2099; hit rate 0.069% among 330,000; inhibition, % at 2.35 µM; Q9H3R0;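 active = more than half of a compound's replicate wells show inhibition beyond 50%, single wells judged on their own value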;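 also: signal counts dimethyl H3K9 product captured on neutravidin plate; 0% = median of DMSO wells and 100% = 0.3 times that DMSO median; strong numbers were not always called active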
Fh CTSL1 inh = blocks F. hepatica cathepsin L1 in PFM18AAP counter-screen; hit rate 0.49% among 300,000; AID 1906; inhibition, % at 5.96 µM; recombinant F. hepatica cathepsin L1, Z-Leu-Arg-MCA fluorescence;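 active = inhibition above the mean of all tested compounds plus 3 SD, set per screening campaign, cut at about 17% in these data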;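 also: 0% = plate median of test compound wells and 100% = 1 µM Z-Phe-Ala-diazomethylketone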
HCV core dimer = HCV core protein dimerization inhibition; TR-FRET GST/Flag-core106 dimerization, 1536-well; inhibition, % at 5 µM; hit rate 0.33% among 300,000; AID 1899;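 active = inhibition above the mean of all tested compounds plus 3 SD, set per screening campaign, cut at about 45% in these data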
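Test system: GST/Flag-tagged HCV core106 proteins; Medium: KF-containing HEPES buffer, pH 7.45, DTT, CHAPS, BSA; Times: compound-protein-antibody incubation 4 h at 22.5 °C; Detection: TR-FRET 671 and 617 nm emission; Benchmarks: wells lacking GST-core106 and wells with excess unlabelled core106.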
procasp3 activ = activators of human procaspase-3. P42574. recombinant procaspase-3 D3A, Ac-DEVD-pNA absorbance 405 nm. activation, % at 8.5 µM. hit rate 0.11% among 330,000;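 active = activation above the mean of all tested compounds plus 3 SD, cut at about 21% in these data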;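 also: 0% = DMSO alone and 100% = DMSO wells spiked with extra 5 µM PC-3 D3A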
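assay system = Procaspase-3 D3A mutant | signal = absorbance at 405 nm, 0 and 120 min | times = 1 h preincubation plus 2 h reaction at 25 °C | repeats = single replicate | read-out = % activation between DMSO and enzyme-spiked controls | medium = Zinc-free HEPES saline buffer with Triton X-100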
The depositor's hits bear a star; . = no result given. Hits appear at their usual frequency. Share with any hit: about 2.6%.

1) CCOC(=O)c1sc2nc(N3CCOCC3)c3c(c2c1N)CC(C(C)C)OC3 (stereo not drawn)
2) Cc1cc(SCC(=O)c2cccc([N+](=O)[O-])c2)nc(=O)[nH]1
3) CC(C)c1ccc(OCC(=O)Nc2cccc3c2CCCC3)cc1
4) O=C(COc1ccc(Br)cc1)Nc1ccc([N+](=O)[O-])cn1
5) CC(CCc1ccccc1)NC(=O)CSc1cccc[n+]1[O-] (stereo not drawn)
6) CCOC(=O)c1ccc(NC(=S)Nc2ccccc2)cc1
7) CCCCc1c(O)nc(SCC(=O)NC(C)(C)C)n(-c2ccccc2C)c1=O
8) CCCN(Cc1nnc(-c2ccccc2Cl)o1)C(=O)COc1ccc(Cl)cc1
screen / no.	1	2	3	4	5	6	7	8
proCasp7 act	-0.6	-16.5	-6.0	-1.5	5.0	6.2	-1.7	0.2
VLA-4 inh	2.8	-3.8	5.3	1.5	-11.7	15.2	-9.0	29.0
GRK2 aptamer HTS	2.0	0.0	0.0	0.0	0.0	0.0	1.0	0.0
PP5 inh	1.0	0.8	-0.5	2.2	-1.5	1.8	0.4	3.8
PP1 counter	-2.8	4.3	1.6	-2.5	0.3	-5.8	2.6	-0.4
GASC-1 inh	7.4	-22.9	1.9	1.5	-36.6	9.4	4.6	0.8
Fh CTSL1 inh	3.3	-1.5	4.4	-0.4	2.5	-1.3	1.7	.
HCV core dimer	-0.1	70.5*	1.3	1.6	-3.9	-9.1	-4.7	.
procasp3 activ	1.5	-1.1	8.4	0.2	8.6	3.7	-11.9	1.7

The list goes on; the last four above are carried over.
5) CC(CCc1ccccc1)NC(=O)CSc1cccc[n+]1[O-] (stereo not drawn)
6) CCOC(=O)c1ccc(NC(=S)Nc2ccccc2)cc1
7) CCCCc1c(O)nc(SCC(=O)NC(C)(C)C)n(-c2ccccc2C)c1=O
8) CCCN(Cc1nnc(-c2ccccc2Cl)o1)C(=O)COc1ccc(Cl)cc1
9) O=C(COc1ccc(Cl)cc1Cl)NCCCNC(=O)c1cnccn1
10) Cc1coc(NC(=O)CSc2nc(-c3ccc(Cl)cc3)cc(C(F)(F)F)c2C#N)n1
11) CCC(C(=O)OCC(=O)NC1CCS(=O)(=O)C1)c1ccccc1 (stereo not drawn)
12) COc1ccc(NS(=O)(=O)c2ccc(C)c(NC(=O)NC3CCCCC3)c2)cc1
13) Cc1cnn(CCC(=O)NNC(=S)Nc2ccc(F)cc2)c1
14) CCC(=O)N1CCc2cc(S(=O)(=O)NCCCOC)ccc21
15) Cc1ccc(CNC(=O)C2CCCN2C(=O)NCc2ccccc2)cc1 (stereo not drawn)
16) O=C(N/N=C/C1C(c2ccccc2)C1(Cl)Cl)c1cccc(Br)c1 (stereo not drawn)
screen / no.	5	6	7	8	9	10	11	12	13	14	15	16
proCasp7 act	5.0	6.2	-1.7	0.2	3.9	5.2	1.1	-0.5	1.2	1.0	2.7	2.6
VLA-4 inh	-11.7	15.2	-9.0	29.0	0.0	-30.9	-0.3	5.4	-16.8	8.7	-1.1	-7.6
GRK2 aptamer HTS	0.0	0.0	1.0	0.0	0.0	2.0	1.0	0.0	0.0	0.0	0.0	0.0
PP5 inh	-1.5	1.8	0.4	3.8	1.8	2.2	-0.4	0.9	-0.4	-0.5	0.0	2.2
PP1 counter	0.3	-5.8	2.6	-0.4	1.5	1.6	-6.7	-0.9	-3.5	-0.1	-3.4	7.5
GASC-1 inh	-36.6	9.4	4.6	0.8	-5.2	-4.2	-5.5	2.0	1.2	9.7	1.4	-2.2
Fh CTSL1 inh	2.5	-1.3	1.7	.	-2.3	-1.2	-3.9	-1.3	-6.0	1.5	-7.5	-0.7
HCV core dimer	-3.9	-9.1	-4.7	.	8.6	-0.4	-3.0	5.3	0.0	-2.0	0.8	6.4
procasp3 activ	8.6	3.7	-11.9	1.7	-0.9	-0.2	2.1	1.7	-0.8	-6.2	4.7	7.8

17) O=C(Oc1ccc(O)cc1)C12CC3CC(CC(C3)C1)C2
18) CCCNC(=O)Nc1ccccc1SC
19) CSC(=S)N/N=C/c1ccc(N(C)C)cc1
20) COc1cc(C(=O)C(=O)c2cc(OC)c(O)c(OC)c2)cc(OC)c1O
21) CCOC(=O)C1CCCN(CC(=O)Nc2c(C(=O)OC)[nH]c3ccc(Br)cc23)C1 (stereo not drawn)
22) CCCCNC(=S)N/N=C1\C(=O)c2cccc3cccc1c23
23) CN(C(=O)CSc1nnc(NCc2ccccc2)s1)C1CCS(=O)(=O)C1 (stereo not drawn)
24) CCc1ccc(-n2c(SCC(=O)Nc3cc(C)[nH]n3)nc3[nH]ncc3c2=O)cc1
screen / no.	17	18	19	20	21	22	23	24
proCasp7 act	6.8	6.8	-2.7	11.4	-0.7	-8.4	4.3	5.2
VLA-4 inh	-6.6	15.9	11.7	-2.1	6.1	-2.0	5.5	22.5
GRK2 aptamer HTS	0.0	0.0	3.0	1.0	3.0	7.0	2.0	1.0
PP5 inh	3.2	4.8	1.7	-1.7	6.4	2.7	-0.6	3.1
PP1 counter	0.7	5.0	5.8	-5.1	4.0	-1.1	-0.9	2.9
GASC-1 inh	8.9	-22.2	-1.6	-0.1	-9.3	-4.5	5.1	29.3
Fh CTSL1 inh	3.2	-0.7	11.3	7.2	4.3	2.5	1.1	0.5
HCV core dimer	4.1	-7.7	-18.9	-7.0	22.4	2.0	-5.2	1.5
procasp3 activ	-2.5	-0.2	5.5	-22.3	2.9	3.8	5.6	8.8

Only Fh CTSL1 inh, HCV core dimer and proCasp7 act (two entries from above):
nr | SMILES | Fh CTSL1 inh | HCV core dimer | proCasp7 act
23 | CN(C(=O)CSc1nnc(NCc2ccccc2)s1)C1CCS(=O)(=O)C1 (stereo not drawn) | 1.1 | -5.2 | 4.3
24 | CCc1ccc(-n2c(SCC(=O)Nc3cc(C)[nH]n3)nc3[nH]ncc3c2=O)cc1 | 0.5 | 1.5 | 5.2

Continued.
25) Cc1cc(C)cc(C(=O)NN2CCN(C)CC2)c1
26) CC(=O)Nc1ccc(S(=O)(=O)CCC(=O)O)cc1
27) CC(NC(=O)c1ccccc1SCC(=O)N1CCCC1)c1ccccc1 (stereo not drawn)
28) CCCC(c1nnnn1CCC(C)C)N1CCC(C(N)=O)CC1 (stereo not drawn)
29) O=C(CSc1ccc(-c2ccncc2)nn1)c1ccccc1
30) O=C(O)CCN1C(=O)C2C3CC(C2C1=O)C1C(c2ccccc2)c2sc(=O)[nH]c2SC31 (stereo not drawn)
31) CN=C1S/C(=C\c2cccn2-c2cccc(Br)c2)C(=O)N1C
32) O=C(COC(=O)c1cn(-c2ccccc2)nc1-c1ccccc1)c1cccc([N+](=O)[O-])c1
screen / no.	25	26	27	28	29	30	31	32
proCasp7 act	-2.5	-3.8	-2.9	2.7	-21.5	1.1	-8.6	-3.3
VLA-4 inh	10.9	-14.1	1.6	7.0	6.2	0.7	-2.6	6.0
GRK2 aptamer HTS	1.0	1.0	0.0	0.0	1.0	4.0	2.0	3.0
PP5 inh	-0.8	2.2	-0.3	0.9	1.7	3.3	3.4	3.9
PP1 counter	-2.2	-0.6	-0.5	-1.7	21.0*	1.0	-3.5	3.7
GASC-1 inh	-5.8	2.5	-5.7	24.0	3.0	1.0	-2.4	3.3
Fh CTSL1 inh	-0.4	-4.4	3.2	-0.6	0.1	-2.4	1.1	1.4
HCV core dimer	1.4	-8.0	-1.6	-4.5	0.2	-6.6	0.3	1.3
procasp3 activ	3.4	7.2	8.2	5.9	-11.3	11.8	-2.4	-9.6

33) Cc1cc(C)n2nc(CC(=O)NNC(=O)c3ccccc3Cl)nc2n1
34) COc1cc(C(=O)Nc2ccc3c(c2)CCN3C(C)=O)cc(OC)c1OC
35) Cc1ccc(OCCn2cc(Br)c(=O)[nH]c2=O)cc1
36) CCOC(=O)c1c(-c2ccccc2)csc1NC(=O)CSc1nnc(C)s1
37) CSCCC(NC(=O)COc1ccccc1)C(=O)NCCOc1ccccc1 (stereo not drawn)
38) CCCCCn1c(=N)c(S(=O)(=O)c2ccc(Cl)cc2)cc2c(=O)n3cccc(C)c3nc21
39) Cc1cccc(OCC2=NS(=O)(=O)c3ccccc3N2)c1
40) Cc1ccc2c(c1)CC(C)N2S(=O)(=O)c1nnc(NC(=O)CC(C)C)s1 (stereo not drawn)
screen / no.	33	34	35	36	37	38	39	40
proCasp7 act	-6.5	10.8	4.8	-7.7	3.1	-6.9	7.0	-1.8
VLA-4 inh	24.9	5.8	2.1	18.2	6.1	-5.2	-9.4	21.5
GRK2 aptamer HTS	5.0	1.0	1.0	2.0	0.0	1.0	4.0	3.0
PP5 inh	1.4	-0.7	-2.4	1.0	0.8	-0.2	-0.7	4.2
PP1 counter	-2.2	0.0	-0.3	2.1	3.9	0.7	-3.3	1.7
GASC-1 inh	-22.8	-0.9	-6.4	-16.5	8.3	-19.3	-2.2	50.9
Fh CTSL1 inh	-3.0	-0.2	-1.2	0.4	.	-1.4	3.6	-1.6
HCV core dimer	-4.8	-0.1	4.0	13.5	.	-6.8	21.1	-2.1
procasp3 activ	4.0	12.9	10.3	0.1	1.7	7.0	8.5	-1.7

41) Cc1ccc(C(=O)Nc2c(C)n(C)n(-c3ccccc3)c2=O)cc1
42) CCC(Oc1cccc(C)c1)C(=O)Nc1ccccc1C(=O)N1CCOCC1 (stereo not drawn)
43) CSCCC(NC(=O)COc1ccccc1)C(=O)N1CC(C)OC(C)C1 (stereo not drawn)
44) Cc1c(Cl)cccc1NC(=S)NCCCN(C)C
45) Cc1cccc(NC(=S)NC(C)C(c2cccs2)N2CCN(C)CC2)c1C (stereo not drawn)
46) Cc1ccnc2nc(C(=O)OCCOc3ccc(F)cc3)nn12
47) Cc1cc(C)cc(SCc2noc(C(=O)NCc3ccccc3)c2C(=O)NCc2ccccc2)c1
48) O=C(CC1C(=O)N(c2ccccc2)C(=S)N1c1ccccc1)c1ccccc1 (stereo not drawn)
screen / no.	41	42	43	44	45	46	47	48
proCasp7 act	-2.3	-2.6	8.7	0.5	6.7	-10.9	-7.0	0.2
VLA-4 inh	9.5	3.1	15.2	0.2	1.6	6.2	46.7	-7.0
GRK2 aptamer HTS	1.0	0.0	0.0	0.0	0.0	2.0	3.0	0.0
PP5 inh	0.3	0.3	2.9	1.3	-1.1	-1.5	0.6	1.3
PP1 counter	-2.0	-1.6	-3.1	-3.6	-2.1	-4.8	-3.5	1.1
GASC-1 inh	-2.2	-22.5	6.0	8.6	12.5	-29.9	4.6	7.9
Fh CTSL1 inh	-2.1	-3.5	.	4.1	-2.8	-0.7	-0.8	2.8
HCV core dimer	1.0	3.3	.	-4.2	-5.0	2.5	4.3	11.2
procasp3 activ	7.1	0.4	6.2	8.5	6.9	3.0	4.8	-1.6
